Screens: PubChem BioAssay, Fisher Drug Discovery Resource Center
mcGAS inh: inhibitors of mouse cGAS. Q8C6L5. recombinant cGAS, Kinase-Glo ATP depletion luminescence. inhibition, % at 12.5 µM. actives 0.15% (n = 160,000). AID 1259399;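 further: 0% = negative control wells and 100% = reference inhibitor with no enzyme activity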
hcGAS inh: inhibitors of human cGAS. actives 0.081% (n = 290,000). inhibition, % at 12.5 µM. Q8N884. recombinant h-cGAS, ATP depletion, Kinase-Glo luminescence;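 further: 0% = vehicle reaction and 100% = reaction without DNA for no activity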
Target sequence (Q8N884 whole entry, looked up): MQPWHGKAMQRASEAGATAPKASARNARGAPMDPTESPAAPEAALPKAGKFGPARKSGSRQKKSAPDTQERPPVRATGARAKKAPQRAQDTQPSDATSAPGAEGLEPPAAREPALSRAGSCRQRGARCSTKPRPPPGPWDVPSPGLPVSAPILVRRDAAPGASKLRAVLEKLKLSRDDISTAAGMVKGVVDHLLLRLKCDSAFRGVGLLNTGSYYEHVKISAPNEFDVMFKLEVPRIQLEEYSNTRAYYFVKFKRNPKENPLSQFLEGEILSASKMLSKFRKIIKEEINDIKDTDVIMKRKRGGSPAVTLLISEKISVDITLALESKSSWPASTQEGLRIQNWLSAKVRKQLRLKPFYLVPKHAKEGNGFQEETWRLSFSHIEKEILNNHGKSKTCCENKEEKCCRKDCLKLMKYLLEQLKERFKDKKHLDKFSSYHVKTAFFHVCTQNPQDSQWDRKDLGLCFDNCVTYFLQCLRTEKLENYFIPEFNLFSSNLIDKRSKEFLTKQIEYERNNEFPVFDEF
NPYLR7 agonist: mosquito NPYLR7 agonism; HEK293T NPYLR7/Galpha15, GCaMP6s calcium fluorescence; activation, % at 10 µM; actives 0.15% (n = 270,000); AID 1259423; in the data active means activation above about 40%;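 further: 0% = vehicle and 100% = reference agonist at the receptor; some compounds past the cut are filed as inactive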
The depositor's hits bear a star; · = not tested or not shown; & = joins results of further samples. Unless noted, no stated cut-off is given here; in the data, active means inhibition above about 40%; inactive means the rest.

SMILES | mcGAS inh | hcGAS inh | NPYLR7 agonist
Cc1cc(C(=O)N(CC2CCN(C3Cc4ccccc4C3)CC2)CC2CCCO2)nc(C)n1 (centres undefined) | · | -6 | 7
CN(C)c1ccc(P(=O)(OC2CCCCC2)C(O)c2ccccc2F)cc1 (centres undefined) | · | 10 | -2
N#Cc1cc(NC(=O)NCc2ccco2)ccc1Cl | · | -4 | 4
Cc1ccc2nc(CN(C)C3CCN(C(=O)c4cnccn4)CC3)[nH]c2c1 | -9 | -5 | 12
COc1cccc(CN2CCC(NS(C)(=O)=O)CC2)c1O | 0 | -1 | -6
CC(NC(=O)NCc1ccccc1Cl)c1ccccn1 (centres undefined) | · | -2 | -1
CC(C)(CNC(=O)C1CC2CCCC(C1)C2=O)c1ccc(Br)cc1 (centres undefined) | -16 | -6 | -2
Cc1noc(-c2ccccc2)c1NC(=O)Nc1nc(COCCO)cs1 | -5 | -5 | 13
CC(C)C1CN(CC(=O)N2CCOCC2)CCC(=O)N1Cc1ccc(F)cc1 (centres undefined) | · | -7 | 7
C/C(=C\c1ccco1)CN1CCN(c2nc3cc(C)ccc3o2)CC1 | -10 | -4 | -3
COc1ccc2c(c1)CCCN2CCC(=O)Nc1ccccc1 | · | -5 | 4
Nc1nc2cc3c(cc2s1)OC(F)(F)O3 | -15 | -8 | 19
Cc1cc(C(F)(F)F)nc(CCn2ccnc2-c2nc[nH]c2C)n1 | -2 | -6 | -1
Cc1cc(NC(=O)c2cn(Cc3ccccc3)nc2OCc2ccccc2)no1 | -7 | -8 | 17
Cc1nc(-c2ccccn2)sc1C(=O)NCC(CC(C)C)N1CCOCC1 (centres undefined) | -5 | -4 | 7
Cc1ccc(-n2cc(CN(C)Cc3nc(-c4cccnc4)no3)c(-c3cccc(C)c3)n2)cc1 | -9 | -5 | 15
CNc1cnc(-c2cccc(O)c2)cn1 | · | -21 | 0
CCOC(=O)c1nc2cc(Cl)c(Cl)cc2nc1N1CCN(C(=O)c2cc(C)oc2C)CC1 | · | 1 | 19
CC(=O)N1CCc2c(nc(-c3cccnc3)nc2NC2CCC(=O)N(C)C2)C1 (centres undefined) | · | -3 | -2
CC(C)(O)C#Cc1ccc(C(=O)NCc2ccc(-c3ccccn3)s2)o1 | · | -5 | 6
Cc1ccc(C(C)NC(=O)CN2CCN(C(=O)c3ncn[nH]3)CC2)cc1 (centres undefined) | · | -5 | 16
CCOC(=O)c1c(C)nc2nc(-c3ccncc3)nn2c1C | -2 | -5 | -14
COc1cc(OC)c(CN2CCCn3cccc3C2c2ccccc2C(F)(F)F)c(OC)c1 (centres undefined) | -6 | -2 | 15
CC(=O)Nc1ccc(-n2c(CCC(=O)NCCCN3CCOCC3)ccc2-c2ccc(F)cc2)cc1 | -9 | -7 | 1
CC1=C(C(=O)OC(C)C)C(c2ccccc2Cl)NC(=O)N1C (centres undefined) | -5 | -7&-3 | -1&1
Cc1cc(Br)cc2c1N(CC(=O)N1CCN(S(C)(=O)=O)CC1)CCC2 | -17 | -10 | -3
Cc1ccc(NC(=O)NCCOc2cc(N3CCN(C)CC3)ncn2)cc1C | · | 0 | -1
COc1ccc(CN2CCc3cc(OC)c(OC)cc3C2CNC(=O)c2ccccc2C)cc1 (centres undefined) | -7 | -4 | 5
Cc1ccc2cc(CCNC(=O)CCC3CCCCC3)c(=O)[nH]c2c1 | -2 | 6 | 2
COc1ccc(NC(=O)CSc2ccc3nnc(-c4ccncc4)n3n2)cc1 | -6 | -8 | -2
CC1(C(=O)NS(=O)(=O)Cc2ccccc2)CCN1C(=O)c1ccco1 (centres undefined) | · | -10 | 6
Cc1nonc1C1CCCN1Cc1nnc(-c2ccc(C)n2C)o1 (centres undefined) | -9 | 0 | 2
COc1ccc(Cl)cc1NC(=O)CSc1nc(=O)n(CCN(C)C)c2c1CCC2 | -7 | -6 | 2
COCC1(C(=O)N(C)Cc2cn[nH]c2-c2ccc(F)cc2)CCC1 | · | -1 | 13
CCOC(=O)CCC(=O)N1CCN(c2nc(CCC(C)C)nc3c2cnn3-c2cccc(Cl)c2)CC1 | -1 | -7 | 16
COCC(=O)N(CC(=O)N(CCc1c[nH]c2ccccc12)Cc1ccc(F)cc1)CC(C)C | -8 | -7 | 14
COc1cn(CC(=O)NCCc2ccccc2)c(CN2CCN(C(C)=O)CC2)cc1=O | -6 | 1 | -3
CCOc1ccc(-c2cc3c(SCC(=O)OC)nccn3n2)cc1Cl | -10 | -6 | 7
CCc1[nH]n(-c2cccc(Cl)c2)c(=O)c1C1=C([n+]2ccccc2)C(=O)N(c2cccc(C)c2)C1=O | -8 | -8 | -4
Cc1nnc(NC(=O)C(C)C)s1 | · | -4 | -2
O=C(O)c1ccc(CSc2nnc(Cc3ccccc3)n2Cc2ccccc2)cc1 | -6 | -4 | 2
Cc1cc(C)cc(-n2c(C)cc(/C=C3\C(=O)NC(=S)N(c4ccc(Cl)cc4)C3=O)c2C)c1 | -6 | -4 | 16
CC(Sc1nnnn1-c1ccccc1)c1cccc([N+](=O)[O-])c1 (centres undefined) | · | -3 | 6
COC(=O)c1sccc1NC(=O)COc1ccccc1F | · | -8 | 14
COc1ccccc1N1CCN(C(=O)c2ccc(OC)c([N+](=O)[O-])c2)CC1 | · | -4 | -2

Exported with values under each structure: part of the list above.
Fields – mcGAS inh, hcGAS inh, NPYLR7 agonist
CC(Sc1nnnn1-c1ccccc1)c1cccc([N+](=O)[O-])c1 (centres undefined)
    ·, -3, 6
COc1ccc(Cl)cc1NC(=O)CSc1nc(=O)n(CCN(C)C)c2c1CCC2
    -7, -6, 2
COCC1(C(=O)N(C)Cc2cn[nH]c2-c2ccc(F)cc2)CCC1
    ·, -1, 13
CCOC(=O)CCC(=O)N1CCN(c2nc(CCC(C)C)nc3c2cnn3-c2cccc(Cl)c2)CC1
    -1, -7, 16

(continued)
SMILES | mcGAS inh | hcGAS inh | NPYLR7 agonist
COc1ccc(-c2cc(C(=O)NCc3ccccc3Cl)c3ccccc3n2)cc1 | 1 | 2 | -11
COc1ccc(OC)c(-c2cc(C(=O)O)c3[nH]c(-c4ccccc4)nc3n2)c1 | -8 | -2 | -3
CC(=O)Cc1nsc(NC(=O)c2csc3c2CCCC3)n1 | · | -6 | 2
CC(C)c1ccc2cc(C(=O)N(C)[C@@H]3CS(=O)(=O)C[C@H]3O)[nH]c2c1 | -11 | -4 | 0
Cc1cc(C(=O)N2C[C@@H](N)C[C@H]2C(=O)NC(C)C)c(-c2ccccc2)o1 | · | -9 | -4
CNC(=O)C1Cc2ccccc2CN1C(=O)C1CCCC1 (centres undefined) | · | -18 | 10
COc1cccc(-n2nnc(C(=O)Nc3ccc(Oc4ccccc4)cc3)c2C)c1 | -8 | -11 | 9
CC(C)NC(CCO)C1CCCCC1 (centres undefined) | · | -8 | -7
CCCN1C(=O)C(=Cc2c(N3CCCCC3)nc3ccc(C)cn3c2=O)SC1=S | -8 | -3 | -1
CC1Cc2ccccc2N1C1=NS(=O)(=O)c2ccccc21 (centres undefined) | · | -2 | 7
CN(CC1CC(c2ccc(Cl)cc2)=NO1)C(=O)C1CC1 (centres undefined) | -3 | -3 | 26
CN1CCN(C(c2ccc(Cl)cc2)C2Sc3nc(-c4ccco4)nn3C2=O)CC1 (centres undefined) | -7 | -6 | -3
Fc1cccc(Nc2nc3ccccc3n3nnnc23)c1 | · | -11 | 12
Cc1noc(C)c1C(=O)N(CCC#N)CC1CCCO1 (centres undefined) | · | -1 | -1
O=C(NCc1csc(C2CC2)n1)N1CCCC2CCCC21 (centres undefined) | · | -3 | -22
Nc1n[nH]c2ccc(-c3ccccc3CN3CCOCC3)cc12 | · | -6 | 4
Cc1ccccc1C(=O)Nc1c2c(nn1CC(=O)NCc1ccccc1)CSC2 | -6 | -6 | -7
COc1cccc(CNC(=O)C2CCN(C(=O)[C@@H](Cc3ccccc3)NC(=O)C34CC5CC(CC(C5)C3)C4)CC2)c1 | -7 | -7 | 28
CCOC(C)C(=O)Nc1ccc(OC2CCCCC2O)cc1 (centres undefined) | -14 | -6 | 12
CNCc1cc(C)c(OCc2ccccc2Cl)c(C)c1 | -11 | -6 | 5
Cc1ccc(C(N)=O)c(N2CCCN(Cc3ccc(F)cc3)C(C(C)C)C2)n1 (centres undefined) | -11 | -1 | ·
O=C(Nc1ccc(N2CCN(S(=O)(=O)c3ccc(Cl)s3)CC2)nc1)c1ccc(F)cc1 | -8 | -6 | 10
CCC1CCc2sc(-c3nnc(-c4ccco4)o3)cc2C1 (centres undefined) | · | 1 | -1
Cc1cc(=O)c(C(=O)N2CC(C)CC(C)C2)nn1-c1ccccc1Cl (centres undefined) | · | 2 | 0
Cn1ccnc1C(=O)C1CCCN(C(=O)c2cc(COc3ccccc3)[nH]n2)C1 (centres undefined) | · | -7 | 8
CC(C)C(C)N(Cc1ccc(F)cc1F)Cc1cccn1Cc1ccc(F)cc1 (centres undefined) | -2 | 1 | 14
O=C(Nc1ccc2scnc2c1)c1nc2ccccc2s1 | -8 | -11 | 6
O=C(Nc1ccc(N2CCN(C(=O)c3cc(F)cc(F)c3F)CC2)nc1)c1ccco1 | -6 | -3 | -3
COc1ccc(Cl)c2sc(N(CCN(C)C)C(=O)c3ccc([N+](=O)[O-])o3)nc12 | · | -5 | 13
COc1ccccc1-c1cc(C(=O)NCCN2CCCCC2)nc2cc(-c3ccc(Cl)cc3)nn12 | -6 | -1 | 14
COc1ccc2oc(=O)n(C3CCN(C(=O)c4c(F)cccc4F)CC3)c2c1 | -6 | -3 | -8
COC(=O)N(C)Cc1cccc(N2CCN(C(=O)c3c(Cl)cccc3Cl)CC2)c1F | -3 | 1 | 1
Nc1ccccc1C=NCCCN=Cc1ccccc1N | · | -4 | -10
COc1cccc(-c2cc(C(=O)NC(C)C)n3nc(-c4ccccc4)cc3n2)c1 | 1 | -3 | 8
Cc1cc(NC(=O)Cn2cncn2)n(-c2ccccc2)n1 | · | -9 | 16
O=C(Nc1ccccc1Br)N(Cc1ccc(OS(=O)(=O)c2cccc(C(F)(F)F)c2)cc1)Cc1ccco1 | -6 | -4 | 22
O=C([C@@H]1C[C@@H]2C=C[C@H]1C2)N(CCO)Cc1cccs1 | -21 | -4 | 0
CNc1nc(C(=O)N2CCC(c3n[nH]c(=O)n3-c3ccccc3)CC2)cs1 | · | -9 | 2
O=C(Cn1ccn2nc(-c3ccccc3)cc2c1=O)NCCc1ccc(Cl)cc1 | -11 | -6 | 25
Cc1c(C(=O)N2CCN(C(=O)Cc3cccs3)CC2)cc(-c2ccc(Cl)cc2)n1-c1cccc(F)c1 | 1 | 5 | 5
O=C(c1ccco1)N1CCSC12C(=O)N(Cc1ccccc1Cl)c1ccc(Cl)cc12 (centres undefined) | -4 | -2 | 14
O=C1CC(c2ccc3c(c2)OCO3)CC2=Nc3ccccc3NC(c3ccncc3)C12 (centres undefined) | -4 | -2 | 18
O=C(O/N=C(/c1ccccc1)c1ccncc1)c1ccccc1[N+](=O)[O-] | · | -4 | -4
O=C(Cn1nc2c(N3CCOCC3)nccn2c1=O)NCCC1=CCCCC1 | 0 | 1 | 8
CCN(C(=O)Nc1ccc(OC)c(F)c1)C(C)c1cccc(O)c1 (centres undefined) | · | -6 | 0
N#Cc1cc2c(=O)n3ccccc3nc2n(-c2ccc(F)cc2)c1=O | -3 | -2 | 2
CCc1nc(SCC(=O)NCc2ccccc2)c2oc3ccccc3c2n1 | · | 2 | -7
CC(C)c1cc(C(=O)N2CCCC3(CN(C)C(=O)O3)C2)n[nH]1 (centres undefined) | -7 | 5 | -6
O=S(=O)(c1ccccc1Cl)N1CCN(CC(OCc2ccc(C(F)(F)F)cc2)c2ccc(Cl)cc2)CC1 (centres undefined) | -6 | -4 | 25
COc1ccc(C)c2sc(N(Cc3ccccc3)C(=O)c3ccc([N+](=O)[O-])o3)nc12 | -10 | -3 | 3

Of the compounds above, these have a furan ring, fused or not.
SMILES | mcGAS inh | hcGAS inh | NPYLR7 agonist
N#Cc1cc(NC(=O)NCc2ccco2)ccc1Cl | · | -4 | 4
C/C(=C\c1ccco1)CN1CCN(c2nc3cc(C)ccc3o2)CC1 | -10 | -4 | -3
CCOC(=O)c1nc2cc(Cl)c(Cl)cc2nc1N1CCN(C(=O)c2cc(C)oc2C)CC1 | · | 1 | 19
CC(C)(O)C#Cc1ccc(C(=O)NCc2ccc(-c3ccccn3)s2)o1 | · | -5 | 6
CC1(C(=O)NS(=O)(=O)Cc2ccccc2)CCN1C(=O)c1ccco1 (centres undefined) | · | -10 | 6
Cc1cc(C(=O)N2C[C@@H](N)C[C@H]2C(=O)NC(C)C)c(-c2ccccc2)o1 | · | -9 | -4
CN1CCN(C(c2ccc(Cl)cc2)C2Sc3nc(-c4ccco4)nn3C2=O)CC1 (centres undefined) | -7 | -6 | -3
CCC1CCc2sc(-c3nnc(-c4ccco4)o3)cc2C1 (centres undefined) | · | 1 | -1
O=C(Nc1ccc(N2CCN(C(=O)c3cc(F)cc(F)c3F)CC2)nc1)c1ccco1 | -6 | -3 | -3
COc1ccc(Cl)c2sc(N(CCN(C)C)C(=O)c3ccc([N+](=O)[O-])o3)nc12 | · | -5 | 13
O=C(Nc1ccccc1Br)N(Cc1ccc(OS(=O)(=O)c2cccc(C(F)(F)F)c2)cc1)Cc1ccco1 | -6 | -4 | 22
O=C(c1ccco1)N1CCSC12C(=O)N(Cc1ccccc1Cl)c1ccc(Cl)cc12 (centres undefined) | -4 | -2 | 14
CCc1nc(SCC(=O)NCc2ccccc2)c2oc3ccccc3c2n1 | · | 2 | -7
COc1ccc(C)c2sc(N(Cc3ccccc3)C(=O)c3ccc([N+](=O)[O-])o3)nc12 | -10 | -3 | 3
